Growth percent in the NCI-60 one-dose screen (48 h, 10 µM unless noted): 100 = growth as untreated, 0 = no growth, -100 = all killed.
A549/ATCC: A549/ATCC NSCLC. 81,000 tested, 3.7% active
SK-MEL-5: SK-MEL-5 melanoma. 80,000 tested, 6.4% active. AID 1794755
UACC-257: UACC-257 melanoma; 78,000 tested, 4.4% active; AID 1794764
HOP-92: HOP-92 NSCLC cells. 71,000 tested, 6.3% active. AID 1794738
EKVX: EKVX NSCLC; 71,000 tested, 3% active
M14: M14 melanoma. 80,000 tested, 6.2% active
UACC-62: UACC-62 melanoma; 81,000 tested, 5.4% active; AID 1794756
SK-MEL-28: SK-MEL-28 melanoma | 81,000 tested, 4.1% active
* marks the source's active call; other numbers are inactive results; / = not tested or not shown; & = joins results of further samples; ! = not confirmed by another sample; [ ] = another dose, or the depositor's remark. Rule for the calls: active = growth percent below 10; inactive = the rest.

item	structure	A549/ATCC	SK-MEL-5	UACC-257	HOP-92
1	COc1cc(CNS(=O)(=O)c2ccc(C)cc2)ccc1OCc1cn(-c2ccc([N+](=O)[O-])cc2)nn1	103	97	104	125
2	Cc1ccc(-n2cc(-c3ccccc3)c3c(SCC(=O)NN)ncnc32)cc1	89	105	84	76
3	CC(=O)c1ccc2c(c1)C1C=CCC1[C@H](c1cc3c(cc1Br)OCO3)N2 (stereo partly drawn)	23	9.1*	75	16
4	c1ccc2c(c1)Sc1cnccc1N2CC1CO1 (stereo not drawn)	94	96	97	/
5	CCCCCOc1ccccc1[N+](=O)[O-]	91	108	106	86
6	Nc1ccc(Oc2ccccc2)cc1	101	102	94	92
7	NS(=O)(=O)c1ccc(-n2ncc(NC(=O)Nc3ccc([N+](=O)[O-])cc3)c2-c2ccccc2)cc1	102	104	97	105
8	COc1ccc2[nH]c(O)c(N=Nc3nc(-c4ccc(Cl)cc4)cs3)c2c1	-61*	8.4*	9.8*	-39*
9	O=C(O)C(Cc1ccc(O)cc1)NS(=O)(=O)Cc1ccccc1 (stereo not drawn)	104	107	98	76
10	COC(=O)[C@H](Cc1ccccc1)NC(=O)COc1c(OC)c(OC)cc2oc(-c3cccc(C(=O)Nc4ccc(Cl)cc4)c3)cc(=O)c12	104	88	108	106
11	Cc1ccc2[nH]c(-c3ccc(S(C)(=O)=O)cc3)c(/C=N/O)c2c1	86	90	94	68
12	Nc1ccc(F)c(C(F)(F)F)c1	102	95	98	97
13	COC(=O)[C@]12C3=CC=C[C@@H]1[C@@]1(C[C@@H](c4ccoc4)OC1=O)[C@@H](C)C[C@@H]2OC3=O	95	100	95	113
14	Cc1c(-c2cnc3ccc(F)cc3c2C(=O)O)nnn1-c1ccc(Cl)cc1	97	107	101	90
15	COc1ccc(-c2nnc(-c3nnn(-c4ccc([N+](=O)[O-])cc4)c3C)o2)cc1OC	96	106	95	88

item	EKVX	M14	UACC-62	SK-MEL-28
1	102	105	93	100
2	100	90	86	102
3	35	-7.2*	35	73
4	112	98	96	103
5	86	95	86	114
6	99	/	101	109
7	99	94	96	102
8	-3.2*	-9.9*	-32*	-24*
9	113	102	102	110
10	104	107	86	92
11	87	95	86	100
12	101	103	95	101
13	101	103	100	105
14	112	105	85	104
15	108	96	92	112

4 entries picked at random from the list so far, as already listed:
item	structure	A549/ATCC	SK-MEL-5	UACC-257	HOP-92
6	Nc1ccc(Oc2ccccc2)cc1	101	102	94	92
15	COc1ccc(-c2nnc(-c3nnn(-c4ccc([N+](=O)[O-])cc4)c3C)o2)cc1OC	96	106	95	88
14	Cc1c(-c2cnc3ccc(F)cc3c2C(=O)O)nnn1-c1ccc(Cl)cc1	97	107	101	90
11	Cc1ccc2[nH]c(-c3ccc(S(C)(=O)=O)cc3)c(/C=N/O)c2c1	86	90	94	68

item	EKVX	M14	UACC-62	SK-MEL-28
6	99	/	101	109
15	108	96	92	112
14	112	105	85	104
11	87	95	86	100

Next entries.
item	structure	A549/ATCC	SK-MEL-5	UACC-257	HOP-92
16	O=C(NNc1nc(NCCc2c[nH]c3ccccc23)nc(N2CCN(C(c3ccccc3)c3ccccc3)CC2)n1)c1ccccc1	70	35	79	104
17	Nc1nc(=O)[nH]c2ccc(Sc3ccc(F)cc3)cc12	88	95	82	/
18	Cc1ccc2nc([C@@H](C)c3ccc4c(c3)[nH]c3ccc(Cl)cc34)[nH]c2c1	105	100	116	94
19	O=C(C(=O)c1cc(Br)ccc1O)c1cc(Br)ccc1O	51	15	43	25
20	O=C(OCc1ccccc1)c1ccccc1C(=O)OCc1ccccc1	97	98	83	83
21	O=S(=O)(Nc1cccc(Cl)c1)c1ccc(-c2cnc(C3CC3)o2)cc1	38	16	64	20
22	O=C(O)C1CC2C3CC(C(=O)O)C(C3)C2C1 (stereo not drawn)	95	116	103	121
23	CCN1C(=O)N(CC)C2NN3C(=O)C4(SC3=NC21)C(c1ccccc1F)CN(C)C41C(=O)Nc2ccccc21 (stereo not drawn)	102	112	99	/
24	COc1ccc(C(=O)N2C=Cc3ccccc3C2C(N)=O)cc1 (stereo not drawn)	101	99	92	98
25	O=C1/C(=C/C2=Cc3ccccc3OC2)SC(=S)N1c1cccc(O)c1	91	95	94	83
26	Cc1ccc(C2=CSC3=NCCN23)cc1Cl	117	93	99	86
27	CCOC(=O)[C@H](Cc1ccccc1)Nc1nc(N)nc(N(C)C2CCCCC2)c1C=O	89	101	102	70
28	O=C(NCc1ccccc1)c1cc2cc(Nc3nc(-c4ccccc4)nc4ccccc34)ccc2oc1=O	68	95	101	92
29	C[Si](F)(c1cccc2ccccc12)c1cccc2ccccc12	77	98	87	/
30	O=C(O)CCc1cccnc1	100	105	96	104

item	EKVX	M14	UACC-62	SK-MEL-28
16	68	77	56	98
17	102	101	95	105
18	89	103	96	117
19	88	67	12	51
20	107	106	87	101
21	35	16	29	68
22	102	115	107	118
23	102	105	81	104
24	101	121	95	96
25	78	84	77	88
26	92	89	/	114
27	102	111	94	111
28	103	93	99	105
29	72	93	68	107
30	104	101	94	116

Other results
item	structure	A549/ATCC	SK-MEL-5	UACC-257	HOP-92
31	CCCN(CCC)S(=O)(=O)c1ccc(C(=O)OCCCN(C)C)cc1	111	102	108	93
32	C#Cc1nc2ccccc2s1	101	100	105	95
33	COc1ccc(-c2cc(-c3ccc(OC)c(OC)c3)nc(SCCCCCCC(=O)O)n2)cc1	104	97	112	108
34	S=c1cc[nH]c(=S)[nH]1	86	104	78	102
35	CC1=CC(c2ccc(Cl)cc2)N2C=C(C)SC2=N1 (stereo not drawn)	108	98	109	99
36	COc1ccc(NC(=O)/C(=C/N2C(=O)/C(=C/c3ccc(OC)c(OC)c3)NC2=S)C(C)=O)cc1	64	69	60	3.2*
37	COc1cc(/C=C2\C(=O)Nc3cc(Cl)ccc32)ccc1OCc1ccc(F)cc1	110	99	109	89
38	C=C(C)[C@@H]1CC[C@]2(C(=O)O)CC[C@]3(C)[C@H](CC[C@@H]4[C@@]5(C)C/C(=C/c6ccco6)C(=O)C(C)(C)[C@@H]5CC[C@]43C)[C@@H]12	-74*[100 µM]	-73*[100 µM]	-64*[100 µM]	-86*[100 µM]
39	CC/C(=C\c1ccc(Cl)cc1)c1nc2ccccc2c(=O)[nH]1	99	96	103	/
40	Clc1cccc(N=Cc2ccc3c(c2)OCO3)c1Cl	97	101	104	/
41	O=C(O)c1cn(C2CC2)c2cc(N3CCN(Cn4nc(-c5ccccc5)n(-c5ccccc5)c4=S)CC3)c(F)cc2c1=O	96	101	101	89
42	COc1ccc(-c2nc(SCC(=O)c3ccccc3OC)[nH]c(=O)c2C#N)cc1	105	101	102	79
43	CC1CN2CN(C3CCCC3)CN3C(C)CN4CN(C5CCCC5)CN1C4C23 (stereo not drawn)	106	103	98	99
44	COc1ccc2cc(-c3nc4ccc(C)cn4c3NCc3ccco3)c(=O)[nH]c2c1	85	57	103	21
45	CCc1ccc(-c2ccc(Nc3ccccc3)nn2)cc1S(N)(=O)=O	81	80	84	80

item	EKVX	M14	UACC-62	SK-MEL-28
31	98	97	100	105
32	84	/	83	102
33	103	100	92	106
34	109	104	98	110
35	/	98	104	105
36	94	54	54	77
37	77	/	89	105
38	-63*[100 µM]	-63*[100 µM]	-98*[100 µM]	-65*[100 µM]
39	94	103	93	110
40	104	106	94	115
41	98	89	103	112
42	106	104	70	95
43	101	104	100	106
44	56	87	46	82
45	/	67	81	88

New compounds follow
item	structure	A549/ATCC	SK-MEL-5	UACC-257	HOP-92
46	CCCCCCCCCCCCCCCCC(C(=O)O)C(O)(CC(=O)O)C(=O)O (stereo not drawn)	13&106	107	18&115	-1.7*!
47	COc1ccc(C2C=C(c3ccc(OC)c(OC)c3)N=C3SC=CN32)c(Br)c1 (stereo not drawn)	82	64	97	78
48	CCCCNC(C)c1ccccc1 (stereo not drawn)	100	105	91	69
49	COc1ccc2c(c1)oc1c(C)c3c(c(C)c12)C(=O)N(CCCO)C3=O	118	97	119	102
50	OC(c1ccccn1)C(O)c1ccccn1 (stereo not drawn)	95	106	102	99
51	COc1ccc(CCn2c(=N)c(S(=O)(=O)c3ccccc3)cc3c(=O)n4ccccc4nc32)cc1	96	101	104	119
52	CCOc1ccc(-c2nc3ccc(-c4nc5ccc(N6CCN(CCN(C)C)CC6)cc5[nH]4)cc3[nH]2)cc1	111	84	93	100
53	COc1cc(/C(=C2/O[C@@H]([C@H]3COC(C)(C)O3)[C@H]3OC(C)(C)O[C@@H]23)c2ccc3c(c2)OCO3)cc(OC)c1OC	-14*	71	59	/
54	C=CCn1cc(C2=C(c3cccc4ccccc34)C(=O)NC2=O)c2cc(Br)ccc21	65	91	115	130
55	Cc1c(C(=O)NNC(=O)Nc2ccc(Cl)cc2)nnn1-c1ccc(Br)cc1	97	99	99	93
56	COC(=O)C1CCN1C(C)(C)C (stereo not drawn)	97	103	95	/
57	COc1ccc(/C(N)=N/OC(=O)CSc2nc3ccccc3s2)cc1	100	100	101	94
58	O=c1[nH]cc(N(CCO)CCO)c(=O)[nH]1	100	106	106	104
59	CN1CCN(c2ccc(-c3cc4c(Nc5ccc(F)c(Cl)c5)ncnn4c3)cn2)CC1	85	100	105	107
60	O=CC(c1ccccc1)c1ccccc1	98	105	119	34

item	EKVX	M14	UACC-62	SK-MEL-28
46	38	-35*!	-70*!	108
47	/	56	69	90
48	108	107	92	104
49	104	99	83	98
50	124	103	96	113
51	100	111	102	110
52	105	74	61	64
53	74	94	76	/
54	81	89	80	108
55	88	101	89	96
56	/	109	107	102
57	93	94	90	101
58	107	102	101	106
59	100	84	106	88
60	97	93	110	77

(listing goes on)
item	structure	A549/ATCC	SK-MEL-5	UACC-257	HOP-92
61	COc1ccc(/C=C/Br)cc1	82	105	81	106
62	COc1ccc(/C=c2\c(=O)n(-c3ccccc3)c3nnc(NO)n23)cc1	102	97	110	100
63	COc1ccc(-c2cc(-c3nnc(SCC(=O)N4CCN(c5cc6c(cc5F)c(=O)c(C(=O)O)cn6C5CC5)CC4)o3)c3ccccc3n2)cc1	102	99	99	127
64	CN(C)CCCn1c2c(c3ncccc3c1=O)C(=O)c1ccccc1-2	42	31	73	71
65	COc1cc(OCc2cccc(-c3ccc4c(c3)OCCO4)c2C)cc(OC)c1C=O	69	-9.9*	42	79
66	O=c1cc(N/N=C/c2ccc(F)cc2)c2cc(Cl)ccc2[nH]1	89	12	86	-48*
67	O=C(CCCC(=O)Nc1ccccc1O)Nc1ccc(N2CCN(c3ccccc3)CC2)cc1	104	102	94	80
68	COc1ccc(CNC(=O)[C@H](O)[C@@H](N)Cc2ccccc2)cc1OC	103	104	101	111
69	Cn1ncc2ncc(-c3ccc4ncnc(N5CCc6cc(F)c(Cl)cc65)c4c3)cc21	84	93	93	77
70	Cn1cc(-c2nn3cc(-c4cccnc4)nc3s2)c2cc(F)ccc21	94	94	/	60
71	CNC(=O)c1cc(Oc2ccc3c(c2)sc2nc(-c4ccc(C(F)(F)F)cc4)cn23)ccn1	87	18	53	85
72	CC(C)N1CN2C(=O)N3CN(C(C)C)CN4C(=S)N(C1)C2C34 (stereo not drawn)	114	107	117	116
73	CN[C@@]12CC3(C=CC(=O)C=C3)O[C@]1(Cc1ccc(OC)cc1)N(C)C(=O)N2	74	77	79	94
74	O=C(C[C@]1(O)C(=O)Nc2ccccc21)c1ccc(O)cc1O	96	92	98	83
75	CC(C)(C)n1nnnc1C(Nc1cccc2c1OCO2)c1cc2cccc3ccc4cccc1c4c32 (stereo not drawn)	81	85	100	/

item	EKVX	M14	UACC-62	SK-MEL-28
61	98	104	96	112
62	93	102	89	112
63	114	112	100	102
64	82	49	35	65
65	54	59	38	67
66	74	81	80	90
67	101	104	92	102
68	101	103	99	104
69	71	92	76	91
70	81	85	62	82
71	47	64	62	84
72	99	100	104	111
73	76	63	55	47
74	98	96	81	89
75	74	98	65	94

Next section:
item	structure	A549/ATCC	SK-MEL-5	UACC-257	HOP-92
76	Cc1nnc(Nc2nc(O)c(C3=c4cc(OC(F)(F)F)ccc4=NC3=O)s2)s1	96	97	100	88
77	Nc1c(C(=O)Nc2cccc(Cl)c2)sc2nc3c(cc12)C(O)CCC3 (stereo not drawn)	25	29	66	14
78	COC1OC(CI)C(OC(C)=O)C(OC(C)=O)C1OC(C)=O (stereo not drawn)	75	97	76	92
79	CC(C(=O)O)c1ccc2oc(-c3ccc(Cl)cc3)nc2c1 (stereo not drawn)	109	97	116	99
80	CCOC(=O)/C(O)=C(\C=N\C(=S)Nc1ccc(Cl)c(Cl)c1)C(=O)OCC	101	92	99	96
81	CC(=O)n1cc([C@H]2CC[C@H](c3cn(C(C)=O)c4ccccc34)c3c2[nH]c2ccccc32)c2ccccc21	70	80	89	85
82	CCc1ccc(C(=O)/C=C/C23c4ccccc4C(c4ccccc42)C2C(=O)NC(=O)C23)cc1 (stereo not drawn)	22	10	28	-17*
83	O=CN1N=C(c2ccc3c(c2)OCO3)CC1c1ccccc1 (stereo not drawn)	96	95	110	94
84	N#CC1=C(N)OC2=C(C(=O)c3ccccc3C2=O)C1c1ccc(F)cc1 (stereo not drawn)	101	/	85	105
85	N#Cc1ccccc1C1CC(c2ccc(N3CCNCC3)cc2)=NN1 (stereo not drawn)	78	93	85	83

item	EKVX	M14	UACC-62	SK-MEL-28
76	105	105	96	116
77	/	17	45	56
78	97	103	88	102
79	107	111	111	114
80	83	93	88	109
81	/	79	64	100
82	23	-8.9*	-6.9*	-24*
83	103	99	95	109
84	104	98	89	106
85	101	104	88	114

Bioassay records as filed in PubChem BioAssay.
